tim23-1 inh – growth inhibitors of tim23-1 mutant yeast, primary screen, luminescence, uHTS; actives 1.3% (n = 330,000); AID 463212, 2010; inhibition, % at 20 µM; S. cerevisiae tim23-1 growth, BacTiter-Glo luminescence, 24 h;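 active means growth inhibition of the mutant yeast at or above 50%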;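 further: temperature-sensitive mutant grown at 25 °C; plate controls were DMSO-treated mutant yeast for no effect and medium wells lacking yeast for full effect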
Jurkat NFkB inh – inhibitors of induced NF-kB luciferase reporter, primary screen, TCR NF-kB activation inhibitor project, cell-based, luminescence, uHTS; Jurkat, PMA/ionomycin-induced NF-kB luciferase reporter; inhibition, % at 4 µM; actives 0.53% (n = 330,000); AID 435003, 2010; in the data active means inhibition above about 50%
Mdm2-MdmX inh – inhibitors of human Mdm2-MdmX association, primary screen, cell-based, luminescence, split luciferase, SaOS-2, uHTS. inhibition, % at 8 µM. AID 485346, 2010. actives 3% (n = 330,000). SaOS-2 split-luciferase Mdm2/MdmX complementation;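 active means inhibition of at least 50% at 8 µM in the primary screen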
Target sequence (O15151 whole entry, looked up): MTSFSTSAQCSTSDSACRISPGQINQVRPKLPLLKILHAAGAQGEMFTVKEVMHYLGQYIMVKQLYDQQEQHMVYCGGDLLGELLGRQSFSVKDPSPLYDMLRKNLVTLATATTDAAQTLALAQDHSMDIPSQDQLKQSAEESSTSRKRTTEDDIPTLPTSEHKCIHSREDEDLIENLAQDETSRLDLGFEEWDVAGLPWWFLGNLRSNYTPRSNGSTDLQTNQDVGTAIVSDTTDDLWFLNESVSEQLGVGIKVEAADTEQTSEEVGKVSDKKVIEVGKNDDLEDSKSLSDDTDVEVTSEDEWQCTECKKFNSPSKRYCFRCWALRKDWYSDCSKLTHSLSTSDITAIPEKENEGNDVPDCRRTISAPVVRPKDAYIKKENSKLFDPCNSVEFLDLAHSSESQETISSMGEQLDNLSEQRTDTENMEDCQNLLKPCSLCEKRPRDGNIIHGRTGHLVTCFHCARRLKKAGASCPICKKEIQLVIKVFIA
Target sequence (Q00987 whole entry, looked up): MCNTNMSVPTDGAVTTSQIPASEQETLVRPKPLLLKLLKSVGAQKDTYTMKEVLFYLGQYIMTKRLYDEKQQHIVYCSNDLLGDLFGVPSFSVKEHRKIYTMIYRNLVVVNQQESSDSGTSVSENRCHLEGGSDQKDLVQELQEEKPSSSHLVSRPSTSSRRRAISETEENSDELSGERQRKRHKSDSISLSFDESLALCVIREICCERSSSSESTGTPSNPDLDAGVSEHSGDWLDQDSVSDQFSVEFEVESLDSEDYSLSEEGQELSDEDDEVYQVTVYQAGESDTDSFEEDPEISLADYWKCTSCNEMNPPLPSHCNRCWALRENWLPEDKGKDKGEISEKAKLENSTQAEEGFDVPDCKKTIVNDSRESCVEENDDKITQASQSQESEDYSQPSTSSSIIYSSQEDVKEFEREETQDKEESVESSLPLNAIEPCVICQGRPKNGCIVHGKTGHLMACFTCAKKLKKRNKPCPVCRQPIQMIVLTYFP
tim10-1 inh – growth inhibitors of tim10-1 mutant yeast, primary screen, luminescence, uHTS; inhibition, % at 20 µM; S. cerevisiae tim10-1 ts strain growth, BacTiter-Glo, 24 h; actives 2.2% (n = 330,000);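 active means inhibition of at least 40%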;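 further: mutant grown at 25 °C; 0% = DMSO wells with yeast and 100% = wells holding no yeast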
CHOP UPR activ – activators of apoptotic CHOP UPR arm, primary screen, cell-based, CHO-CHOP luciferase reporter, luminescence, uHTS; UPR activation; percent of tunicamycin response over DMSO baseline; activation, % at 10 µM; actives 0.34% (n = 330,000);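 active means at 10 µM dose, activation of 40% or more, normalized to positive control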;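 further: 100% = tunicamycin at 10 µg/mL and 0% = DMSO alone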
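Test system: CHO-CHOP cells, stable luciferase reporter of PERK-eIF2a-CHOP signalling | Quantity: 500 CHO-CHOP cells per well | Buffer or medium: F12 plus 10% serum | Compound dosing: 10 µM single point, 0.5% DMSO | Schedule: 6 h compound treatment, 37 °C | Signal: Luciferase luminescence | Control set: Tunicamycin high control, DMSO low control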
UPR XBP1 act – activators of adaptive XBP1 UPR arm, primary screen, cell-based, CHO-XBP1 luciferase reporter, luminescence, uHTS | activation, % at 20 µM | AID 463104, 2010 | IRE1-XBP1 UPR activation; percent of tunicamycin response, DMSO as zero | actives 0.33% (n = 330,000);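 active means versus positive control, 20 µM dose yields 30% or more activation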;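 further: 100% = tunicamycin at 10 µg/mL and 0% = DMSO only wells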
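Signal: luciferase luminescence; Assay system: CHO-XBP1 luciferase reporter cells; Amount: one thousand reporter cells per well; Dosing: 20 µM single concentration, DMSO 1%; Benchmarks: high control tunicamycin 10 µg/mL final, low control DMSO vehicle only; Schedule: 6 h compound exposure at 37 °C, 5% CO2; Evaluation: percent activation relative to tunicamycin reference.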
TIM10 inh – growth inhibitors of isogenic TIM10 control yeast, primary screen, counter-screen for tim10-1 yeast inhibitor project, luminescence, uHTS; S. cerevisiae TIM10 strain growth, BacTiter-Glo luminescence, 24 h; inhibition, % at 10 µM; actives 1.4% (n = 330,000); AID 463195, 2010;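 active means inhibition of 40% or more at the single tested concentration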;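 further: wild-type TIM10 isogenic control strain grown at permissive 25 °C; 0% = DMSO yeast wells and 100% = minimal medium wells without yeast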
697 NFkB inh – inhibitors of PMA/ionomycin-induced NF-kB reporter, 697 cells, primary screen, B-cell NF-kB inhibitor project, cell-based, luminescence, uHTS; 697 B-cell NF-kB luciferase reporter, 16 h; inhibition, % at 4 µM; actives 0.33% (n = 330,000); AID 435022, 2010; in the data active means inhibition above about 35%
* hit, by the source's call; / = not tested or not shown.

The first 5 entries (preview)
SMILES	tim23-1 inh	Jurkat NFkB inh	Mdm2-MdmX inh	tim10-1 inh	CHOP UPR activ	UPR XBP1 act	TIM10 inh	697 NFkB inh
COc1cc(CC(=O)OCC(=O)NC2CCCCCC2)cc(OC)c1OC	17	7	9	13	0.6	-3	7	0
CC(=O)Nc1cccc(/C(C)=N/NC(=S)NC(C)C)c1	6	-10	-12	9	2.7	-2	-9	-2
CCOC(=O)c1cn[nH]c1NC(=S)Nc1ccccc1	-11	-93	-179	-50	1.7	5	-4	-168
N#Cc1c(NC(=O)C2CCCO2)sc2c1CCCCC2 (centres undefined)	13	-98	-197	-8	0.6	-5	15	-122
CCCCOC(=O)c1ccc(NC(=O)COC(=O)c2ccc3ncsc3c2)cc1	13	-39	3	-10	4.0	0	-9	-16

The whole of this part, repeating the preview:
SMILES	tim23-1 inh	Jurkat NFkB inh	Mdm2-MdmX inh	tim10-1 inh	CHOP UPR activ	UPR XBP1 act	TIM10 inh	697 NFkB inh
COc1cc(CC(=O)OCC(=O)NC2CCCCCC2)cc(OC)c1OC	17	7	9	13	0.6	-3	7	0
CC(=O)Nc1cccc(/C(C)=N/NC(=S)NC(C)C)c1	6	-10	-12	9	2.7	-2	-9	-2
CCOC(=O)c1cn[nH]c1NC(=S)Nc1ccccc1	-11	-93	-179	-50	1.7	5	-4	-168
N#Cc1c(NC(=O)C2CCCO2)sc2c1CCCCC2 (centres undefined)	13	-98	-197	-8	0.6	-5	15	-122
CCCCOC(=O)c1ccc(NC(=O)COC(=O)c2ccc3ncsc3c2)cc1	13	-39	3	-10	4.0	0	-9	-16
Cn1c(=O)n(C)c2cc(CN3C(=O)OC(C)(C)C3(C)O)ccc21 (centres undefined)	13	-3	29	23	-2.4	0	-3	26
COc1cc(NC(=O)CCc2c(C)nn(-c3ccc(N4CCOCC4)nn3)c2C)cc(OC)c1OC	-3	-16	22	7	0.9	-5	-5	1
CCOCCCNC(=O)c1ccccc1SCC	9	3	1	7	-1.1	-3	-1	-21
Cc1ccc(SC[C@H](C)CN2CC[C@H](C(C)(C)C)CCC2=O)cc1	12	-2	-13	26	-0.5	0	11	8
COc1cc(C(=O)Oc2ccccc2/C=N/NC(=O)c2ccc(C)cc2)cc(OC)c1OC	-1	-11	19	8	-0.6	10	15	-186
CCCCn1c(N)c(N(CCOC)C(=O)c2cc(C)oc2C)c(=O)[nH]c1=O	16	11	-5	1	1.0	-3	-4	1
CC(=O)Nc1ccc(C2=NN(Cc3nnc(-c4ccccc4)o3)C(=O)SC2)cc1	24	26	7	22	0.7	3	2	-51
COc1ccc(OCC(=O)Nc2c(C(=O)N(CCN(C)C)Cc3ccco3)oc3ccccc23)cc1	13	-16	21	14	2.3	4	9	4
O=C(c1cccc(Cl)c1)N1CCC(=O)N(C(COCc2cccc(Cl)c2)Cc2ccccc2)CC1 (centres undefined)	2	12	12	28	-0.3	-1	5	-10
O=C(O)CC(SCC(=O)Nc1ccc(Br)cc1)C(=O)O (centres undefined)	-12	-6	-25	-8	0.4	-1	2	13
COC(=O)N/N=C/c1ccc(OCCSc2ccc(Cl)cc2)c(OC)c1	10	-2	-37	6	1.4	1	18	0
Cc1ccccc1-c1ccc(=O)n(CC(=O)Nc2ccc(N3CCOCC3)cc2)n1	3	19	28	17	0.0	-1	-2	14
COc1ccc(C(=O)/C(C#N)=N/Nc2ccc([N+](=O)[O-])cc2)cc1	22	60*	90*	13	2.5	16	-2	53*
CCSc1nnc(-c2ccc(S(=O)(=O)NCc3cccs3)cc2)o1	46	-9	-6	45*	0.7	0	45*	-14
CCOC(=O)CNC(=O)CSc1ccc2nnc(-c3cccnc3)n2n1	-1	-4	10	8	-0.3	-2	-18	16
COC(CN1C(=O)C(O)=C(C(C)=O)C1c1ccccn1)OC (centres undefined)	4	-2	-4	9	0.4	0	-6	-21
COc1ccc(CCNC(=O)COC(=O)Cc2cccc3ccccc23)cc1	25	12	19	21	1.6	-1	6	-15
CN(CC(=O)Nc1cccc(F)c1)C(=O)c1ccc2c(c1)NC(=O)CS2	5	2	3	1	0.6	0	3	16
O=C(NNC(=O)c1sccc1-n1cccc1)Nc1ccccc1	-6	10	-7	11	-1.2	3	11	8
Cc1c(C(=O)Nc2ccc(Cc3ccncc3)cc2)cccc1[N+](=O)[O-]	16	10	-8	18	2.0	-1	10	-1
O=C(C[n+]1ccccc1)Nc1cc(C(F)(F)F)ccc1Cl	10	10	13	11	1.1	-1	6	23
COc1ccc(CN2C=C3C(=O)C(C)(OC(=O)CCc4ccccc4)C(=O)C=C3C=C2c2ccc(C#N)cc2)cc1 (centres undefined)	-7	-6	-10	-1	9.0	-1	-6	7
COCCNC(=O)c1onc(CSc2cc(C)cc(C)c2)c1C(=O)NCCOC	12	-6	14	6	-1.0	0	8	8
Cc1cc2ncn(/N=C/c3cc(Br)ccc3O)c2cc1C	-3	5	5	12	2.5	2	11	-4
CCN(c1ccccc1)S(=O)(=O)c1ccc(C(=O)Oc2ccc(C(C)=O)cc2)cc1	7	0	-13	13	2.5	0	10	-9
COc1ccc(Cc2nnc(Cl)c3ccccc23)cc1OC	2	-29	19	4	-1.9	-3	-14	-9
CC12CN(C(=O)c3ccc(Cl)cc3)C3(C#N)CC1CCC23C (centres undefined)	35	7	20	20	-1.6	0	14	29
COC(=O)c1cccc(NC(=S)N2CCOCC2)c1	8	-7	-15	0	0.4	0	-6	11
CNC(=O)c1c(I)c(C(=O)NCC(=O)Nc2c(I)c(C(=O)O)c(I)c(C(=O)NCCO)c2I)c(I)c(N(C)C(C)=O)c1I	-6	-6	16	-28	0.0	-9	1	4
CS(=O)(=O)N(CC(O)Cn1c2ccccc2c2ccccc21)c1cccc2ccccc12 (centres undefined)	24	-6	64*	30	0.3	0	20	12
COc1ccc(C(C(=O)NC(C)(C)C)N(CCc2ccccc2)C(=O)CCC(=O)Nc2cc(C)on2)cc1 (centres undefined)	7	-13	-6	0	0.6	3	12	2
Cc1ccc(C)c(N2CCN(C(=O)c3cc4ccccc4oc3=O)CC2)c1	33	2	7	25	-2.6	-1	11	-6
O=S(=O)(NCC(c1cccnc1)N1CCN(Cc2ccccc2)CC1)c1ccc(Cl)cc1 (centres undefined)	-108	5	15	-20	0.5	-4	-65	17
Cc1ccc(/C=N/c2sc(Cc3ccccc3)c(C)c2C(N)=O)o1	49	41	29	48*	3.8	1	33	-27
CCOC(=O)NC1(C(F)(F)F)NC(=O)N(C2CCCCC2)C1=O (centres undefined)	21	12	-3	23	-1.0	-2	16	5
CC(Sc1ccc(Cl)cc1)C(=O)NNC(=O)c1ccccc1O (centres undefined)	36	13	43	23	1.4	-1	17	-7
COc1ccc(NC(=O)N(CCCN2CCOCC2)Cc2cccnc2)c(OC)c1	19	-5	27	16	-0.7	0	2	-9
CN(CC(=O)Nc1cccc(F)c1)CC(=O)Nc1cccc2ccccc12	22	-5	19	12	-0.1	0	19	6
C=CCn1c(SCC(=O)Nc2ccc(N3CCOCC3)cc2)nnc1-c1ccncc1	2	-5	4	10	-0.6	2	-11	-8
N/C(=N\OC(=O)c1cccc2ccccc12)c1cccc([N+](=O)[O-])c1	22	-18	76*	33	2.4	-2	6	-19
Cc1nc(SCC(=O)Nc2ccccc2)c2oc3ccccc3c2n1	-14	20	21	3	-4.0	14	13	9
O=[N+]([O-])c1ccc(C2=NCCO2)cc1	1	-18	6	8	1.1	-3	-15	-3
CC1(C)CC2(CC(c3cccs3)c3cc(Cl)c(O)cc3O2)NC(=S)N1 (centres undefined)	10	13	19	0	2.1	6	1	-11
COc1ccc(C(=O)N/C(=C\c2cccs2)C(=O)N2CCN(C)CC2)cc1OC	14	-13	1	22	2.3	-2	-7	0
C=CCN=C(NC#N)SCC(=O)NC(C)(C)C	-2	-6	-9	-15	0.2	-4	3	6
O=C(c1ccc(Oc2ccc([N+](=O)[O-])cc2)cc1)N1CCCCCC1	34	8	18	29	4.5	4	5	-14
O=C(CC1=NC2(CCCC2)Cc2ccccc21)N1CCOCC1	18	6	0	13	-0.8	3	14	15
CCOC(=O)c1cnn(CCOC(=O)c2ccc(OC)cc2)c1NC(=O)c1ccc(OC)cc1	24	-6	5	17	-0.3	-3	4	-7
COc1ccc2oc(C(=O)N(C)CCOc3ccccc3)c(C)c2c1	32	-15	-7	16	4.2	0	0	-53
COC(=O)c1sc(NC(=O)CSc2nnnn2-c2cccc(OC)c2)nc1C	8	7	15	14	-2.4	-2	6	13
Cc1ccc(-c2nnc(CSc3nc(C)nc4sc(C)c(C)c34)o2)cc1	26	14	16	25	0.6	3	25	5
C=CCn1c(C)cc(C(=O)CSc2ccc(NC(C)=O)cc2)c1C	20	-61	33	31	2.8	0	33	-69
CN1C(=S)N(c2ccccc2)C(=O)/C1=C/c1ccco1	6	3	2	15	0.1	0	14	7
CCOC(=O)C1=NNC(C(=O)c2ccc(C)cc2)C1c1ccc(C)cc1 (centres undefined)	32	11	12	15	0.2	0	7	7
Cc1ccc(-n2nc3ccc(N)cc3n2)cc1C	40	-96	-134	25	-2.0	-4	22	-87

Continuation:
SMILES	tim23-1 inh	Jurkat NFkB inh	Mdm2-MdmX inh	tim10-1 inh	CHOP UPR activ	UPR XBP1 act	TIM10 inh	697 NFkB inh
CC(C)(C)OCC(O)CN1CCN(C(=O)c2ccccc2)CC1 (centres undefined)	6	1	8	7	1.4	-1	1	1
CSc1ccccc1NC(=O)CN(c1ccccc1)S(=O)(=O)N(C)C	-7	6	9	9	-0.7	0	3	22
Nn1c(SCc2cccc(C(F)(F)F)c2)nnc1-c1ccco1	25	6	33	22	-0.8	3	3	18
O=C(COc1ccccc1Cl)Nc1ccc(C(=O)N2CCCCC2)cc1	37	-2	32	18	0.3	-4	10	-3
Cc1ccnc(NC(=O)CCC(=O)N(CC(=O)NC2CCCCC2)c2cccc(C)c2C)c1	18	-2	3	24	-1.4	-4	9	-5
COc1ccc(-c2noc(CCC(=O)N3CCN(c4ccc(Cl)cc4)CC3)n2)cc1	15	/	25	3	2.1	-2	-18	-6
Cc1ccc(-c2cc(C(=O)OCC(=O)Nc3cc(C)on3)c3ccccc3n2)c(C)c1	11	9	-24	15	-0.1	-1	-1	19
COc1ccc(N2CCN(Cc3nc4ccccc4c(=O)[nH]3)CC2)cc1	17	12	7	22	-0.3	-1	15	9
CC(C)Oc1ccc(CCC(=O)NNC(=S)Nc2ccccc2)cc1	13	-10	11	13	-1.3	-3	11	10
O=C(CSc1ncnc2c1cnn2CCc1ccccc1)Nc1cccc(C(F)(F)F)c1	19	-17	8	31	2.3	0	26	5
CN(C(=O)Cn1cc(C#N)c2ccccc21)c1ccccc1	22	-3	14	19	-1.5	-3	18	17
O=C(NC1CCCC1)c1cc2c(ccc3ccccc32)o1	20	-130	-170	17	3.8	1	-17	-113
Cc1cccc2sc(NNC(=O)C3=COCCO3)nc12	-3	1	14	-2	-1.8	0	-8	9

High-throughput results from PubChem BioAssay.
